Hck Nef HTS: blocks Nef-activated human Hck kinase; inhibition, % at 20 µM; P08631; 220,000 tested, 0.68% active; AID 463187; Recombinant Hck-YEEI plus Nef, Z-Lyte FRET kinase assay;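 active = Hck-Nef kinase inhibition above about 50%, limit read from the data; inactive = inhibition below that limit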;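 also: 0% = DMSO with Hck plus Nef and 100% = Hck alone without Nef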
EP2 antag: blocks the human prostaglandin E2 receptor EP2 | C6 glioma cells expressing human EP2, cAMP TR-FRET; cells stimulated with saturating PGE2 | P43116 | 260,000 tested, 0.52% active | inhibition, % at 25 µM;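 active = percent inhibition above 40 after rounding to a whole number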;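 also: rat C6 glioma host cells with rolipram phosphodiesterase inhibitor present; the protocol text gives 20 µM as final concentration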
Target sequence (P43116 whole entry, looked up): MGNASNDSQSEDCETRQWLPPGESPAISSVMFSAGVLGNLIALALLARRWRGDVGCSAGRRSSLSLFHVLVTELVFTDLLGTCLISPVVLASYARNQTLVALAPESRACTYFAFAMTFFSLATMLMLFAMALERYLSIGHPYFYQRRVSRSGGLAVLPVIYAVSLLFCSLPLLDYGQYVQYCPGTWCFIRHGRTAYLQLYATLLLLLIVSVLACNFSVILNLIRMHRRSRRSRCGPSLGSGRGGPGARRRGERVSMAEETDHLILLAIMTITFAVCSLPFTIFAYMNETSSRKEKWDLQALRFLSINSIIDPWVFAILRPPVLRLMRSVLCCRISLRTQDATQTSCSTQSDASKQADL
eIF4E-4G inh: blocks eIF4E binding to eIF4G. TR-FRET eIF4E-eIF4GI(517-606) binding, 2 h. inhibition, % at 21.7 µM. 220,000 tested, 0.37% active. AID 782;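 active = inhibition above about 30%, limit read from the data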;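 also: 0% = full FRET control wells and 100% = background wells lacking eIF4GI fragment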
EP2 mod: modulators of human EP2 prostaglandin E2 receptor; P43116; EP2-expressing cells, cAMP HTRF FRET, PGE2 co-stimulation; induction, % at 25 µM; 260,000 tested, 0.83% active;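 active = compounds whose cAMP rise, as percent of the full-agonist control response, exceeds 60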;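 also: rat C6 glioma line stably carrying human EP2 under a CMV promoter; the protocol text gives 20 µM as final concentration; 100% = response of wells given 1 µM PGE2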
Calpain2 inh: inhibitors of pig calpain II. purified calpain II, fluorogenic peptide substrate, 30 min. 220,000 tested, 0.37% active. inhibition, % at 16 µM. AID 1236;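 active = inhibition above about 50%, limit read from the data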
14-3-3 Bad PPI: disrupts binding of bovine 14-3-3 zeta to phospho-Bad peptide | P63103 | TR-FRET 14-3-3zeta/Dy647-pBad peptide displacement, 1 h | inhibition, % at 21.7 µM | 220,000 tested, 0.71% active | AID 781;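 active = inhibition above about 70%, limit read from the data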;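 also: 0% = full 14-3-3 plus peptide FRET controls and 100% = background without 14-3-3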
Target sequence (P63103 whole entry, looked up): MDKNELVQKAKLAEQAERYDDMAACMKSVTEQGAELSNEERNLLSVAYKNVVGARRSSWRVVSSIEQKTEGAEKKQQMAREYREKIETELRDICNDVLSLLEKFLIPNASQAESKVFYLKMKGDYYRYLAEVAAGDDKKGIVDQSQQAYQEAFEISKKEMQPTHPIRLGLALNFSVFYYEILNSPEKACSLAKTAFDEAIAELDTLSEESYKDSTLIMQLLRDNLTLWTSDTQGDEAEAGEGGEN
Rad51 HR inh: blocks human Rad51 in homologous recombination; inhibition, % at 10 µM; hRad51 DNA strand exchange, fluorescence dequenching; 200,000 tested, 0.085% active;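 active = inhibition above 40% at the single screening dose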;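 also: 0% = DMSO control wells and 100% = blanks with heterologous ssDNA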
Target sequence (Q06609 whole entry, looked up): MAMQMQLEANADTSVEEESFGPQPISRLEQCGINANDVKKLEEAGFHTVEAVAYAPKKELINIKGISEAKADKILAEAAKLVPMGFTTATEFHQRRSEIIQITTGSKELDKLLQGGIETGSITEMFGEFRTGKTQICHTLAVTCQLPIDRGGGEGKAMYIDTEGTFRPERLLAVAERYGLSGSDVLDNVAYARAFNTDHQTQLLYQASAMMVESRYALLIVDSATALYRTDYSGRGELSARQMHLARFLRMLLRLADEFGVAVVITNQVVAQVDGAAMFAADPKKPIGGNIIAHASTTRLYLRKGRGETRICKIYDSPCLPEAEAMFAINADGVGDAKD
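material = hRad51 filaments on single-stranded DNA | reagent = Donor/quencher-labelled 47-bp dsDNA substrate | compound = 10 µM final, single point | schedule = strand-exchange reaction 15 min at room temperature | measured by = fluorescein emission 520 nm, excitation 485 nm | read-out basis = % inhibition versus plate control and blank means | benchmarks = plate controls and plate blanks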
Tb hexokinase: blocks Trypanosoma brucei hexokinase 1 activity; recombinant TbHK1, G6PDH-coupled NADH A340; inhibition, % at 10 µM; 220,000 tested, 0.11% active; AID 1430;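 active = inhibition of 50% or more in the single-dose primary screen; inactive = inhibition below 50%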
L929 necroptosis: L929 zVAD cell death inhibition; viability rescue, % at 10 µM; L929 zVAD necroptosis rescue, ATP luminescence, 24 h; with zVAD 60 µM; 220,000 tested, 0.38% active; AID 1377;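 active = activation, scaled between plate controls, above about 75%, limit read from the data; inactive = activation under that limit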;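 also: 0% = zVAD with DMSO and 100% = DMSO alone without zVAD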
Active calls of the source: *; [ ] = another dose, or the depositor's remark. Not all compounds are listed; the hit share may differ from the screen's.

How did Cc1cc(C=O)c(C)n1-c1ccc(Oc2ccc([N+](=O)[O-])cn2)cc1 do in these assays?
Hck Nef HTS: 3; EP2 antag: 4; eIF4E-4G inh: -2; EP2 mod: -2; Calpain2 inh: 22; 14-3-3 Bad PPI: 6; Rad51 HR inh: 4; Tb hexokinase: -6; L929 necroptosis: -0.3

What do the screens show for `COC(=O)/C(C#N)=C/c1ccc(C)o1`?
Hck Nef HTS: 18; EP2 antag: 2; eIF4E-4G inh: -1; EP2 mod: 12; Calpain2 inh: 37; 14-3-3 Bad PPI: 4; Rad51 HR inh: -6; Tb hexokinase: -17; L929 necroptosis: 0.6

What do the screens show for `FC(F)(F)c1cnc(C(c2ccccc2)c2ncn[nH]2)c(Cl)c1` (stereo not given)?
Hck Nef HTS: -7; EP2 antag: 3; eIF4E-4G inh: -2; EP2 mod: 17; Calpain2 inh: -15; 14-3-3 Bad PPI: -6; Rad51 HR inh: 13; Tb hexokinase: -5; L929 necroptosis: 1.4

Results for Cc1ccc(C)c(N2C(=N)S/C(=C\c3ccc(-c4ccccc4C(=O)O)o3)C2=O)c1 ?
Hck Nef HTS: 34; EP2 antag: 5; eIF4E-4G inh: 6; EP2 mod: -20; Calpain2 inh: -1; 14-3-3 Bad PPI: 50; Rad51 HR inh: -41; Tb hexokinase: -3; L929 necroptosis: 11

How did CCN(CC)S(=O)(=O)c1ccc(C(=O)NCc2ccc(C)cc2)cc1 do in these assays?
Hck Nef HTS: -1; EP2 antag: 16; eIF4E-4G inh: -4; EP2 mod: 3; Calpain2 inh: 15; 14-3-3 Bad PPI: 0; Rad51 HR inh: 1; Tb hexokinase: -3; L929 necroptosis: 0.7

How did O=C(NCc1ccco1)c1cc(NS(=O)(=O)c2cccc([N+](=O)[O-])c2)ccc1O do in these assays?
Hck Nef HTS: 16; EP2 antag: 1; eIF4E-4G inh: 0; EP2 mod: -50; Calpain2 inh: 31; 14-3-3 Bad PPI: 12; Rad51 HR inh: -8; Tb hexokinase: 4; L929 necroptosis: 0.7

How did O=C1CC(c2ccc(Cl)cc2)n2nc(N3C(=O)CCC3=O)nc2N1 (stereo not given) do in these assays?
Hck Nef HTS: 1; EP2 antag: 7; eIF4E-4G inh: -6; EP2 mod: 0; Calpain2 inh: -24; 14-3-3 Bad PPI: -2; Rad51 HR inh: -1; Tb hexokinase: 2; L929 necroptosis: -0.3

How did CSCC[C@H](NC(=O)NCc1cccs1)C(=O)O do in these assays?
Hck Nef HTS: -2; EP2 antag: 18; eIF4E-4G inh: 0; EP2 mod: 13; Calpain2 inh: 2; 14-3-3 Bad PPI: 3; Rad51 HR inh: -1; Tb hexokinase: -7; L929 necroptosis: -0.1

Results for O=C(Nc1nc2ccc(S(=O)(=O)N3CCCC3)cc2s1)c1ccco1 ?
Hck Nef HTS: 5; EP2 antag: 5; eIF4E-4G inh: 1; EP2 mod: -3; Calpain2 inh: 39; 14-3-3 Bad PPI: -24[fluorescence artefact?]; Rad51 HR inh: -3; Tb hexokinase: 8; L929 necroptosis: 0.7

Results for Cc1cccc(Nc2nc(N)c([N+](=O)[O-])c(N3CCN(C)CC3)n2)c1 ?
Hck Nef HTS: 0; EP2 antag: 11; eIF4E-4G inh: 0; EP2 mod: 12; Calpain2 inh: 29; 14-3-3 Bad PPI: -5[fluorescence artefact?]; Rad51 HR inh: -2; Tb hexokinase: -22; L929 necroptosis: 0.6

Results for O=C(Nc1ccc2c(c1)OCCO2)c1cc(-n2cnnc2)ccc1Cl ?
Hck Nef HTS: 1; EP2 antag: 12; eIF4E-4G inh: 3; EP2 mod: -11; Calpain2 inh: 8; 14-3-3 Bad PPI: 1; Rad51 HR inh: -6; Tb hexokinase: -1; L929 necroptosis: 0.2

What do the screens show for `CN(C)CCCNC(=O)c1cc(Br)ccc1O`?
Hck Nef HTS: 0; EP2 antag: 15; eIF4E-4G inh: 1; EP2 mod: -44; Calpain2 inh: -39; 14-3-3 Bad PPI: -3; Rad51 HR inh: 23; Tb hexokinase: -12; L929 necroptosis: -0.3

Arranged by SMILES length (high to low): some entries from above
How did O=C1CC(c2ccc(Cl)cc2)n2nc(N3C(=O)CCC3=O)nc2N1 (stereo not given) do in these assays?
Hck Nef HTS: 1; EP2 antag: 7; eIF4E-4G inh: -6; EP2 mod: 0; Calpain2 inh: -24; 14-3-3 Bad PPI: -2; Rad51 HR inh: -1; Tb hexokinase: 2; L929 necroptosis: -0.3

What do the screens show for `FC(F)(F)c1cnc(C(c2ccccc2)c2ncn[nH]2)c(Cl)c1` (stereo not given)?
Hck Nef HTS: -7; EP2 antag: 3; eIF4E-4G inh: -2; EP2 mod: 17; Calpain2 inh: -15; 14-3-3 Bad PPI: -6; Rad51 HR inh: 13; Tb hexokinase: -5; L929 necroptosis: 1.4

Results for O=C(Nc1ccc2c(c1)OCCO2)c1cc(-n2cnnc2)ccc1Cl ?
Hck Nef HTS: 1; EP2 antag: 12; eIF4E-4G inh: 3; EP2 mod: -11; Calpain2 inh: 8; 14-3-3 Bad PPI: 1; Rad51 HR inh: -6; Tb hexokinase: -1; L929 necroptosis: 0.2

How did CSCC[C@H](NC(=O)NCc1cccs1)C(=O)O do in these assays?
Hck Nef HTS: -2; EP2 antag: 18; eIF4E-4G inh: 0; EP2 mod: 13; Calpain2 inh: 2; 14-3-3 Bad PPI: 3; Rad51 HR inh: -1; Tb hexokinase: -7; L929 necroptosis: -0.1

What do the screens show for `COC(=O)/C(C#N)=C/c1ccc(C)o1`?
Hck Nef HTS: 18; EP2 antag: 2; eIF4E-4G inh: -1; EP2 mod: 12; Calpain2 inh: 37; 14-3-3 Bad PPI: 4; Rad51 HR inh: -6; Tb hexokinase: -17; L929 necroptosis: 0.6

The results go on.
What do the screens show for `COCCCNCC(O)C(F)(F)F` (stereo not given)?
Hck Nef HTS: 18; EP2 antag: 8; eIF4E-4G inh: 4; EP2 mod: 13; Calpain2 inh: 6; 14-3-3 Bad PPI: -9; Rad51 HR inh: -3; Tb hexokinase: -6; L929 necroptosis: 1.4

What do the screens show for `O=C(NCc1csc2ccccc12)Nc1cc(Cl)cc(Cl)c1`?
Hck Nef HTS: 17; EP2 antag: 3; eIF4E-4G inh: 1; EP2 mod: 4; Calpain2 inh: -22; 14-3-3 Bad PPI: -3; Rad51 HR inh: 18; Tb hexokinase: -5; L929 necroptosis: 0.9

Results for COc1ccc(C)cc1S(=O)(=O)Nc1cc(Cl)ccc1Cl ?
Hck Nef HTS: 17; EP2 antag: 9; eIF4E-4G inh: 8; EP2 mod: 35; Calpain2 inh: 3; 14-3-3 Bad PPI: -6; Rad51 HR inh: 18; Tb hexokinase: 1; L929 necroptosis: -0.4

Results for Cc1cccc(NC(=O)c2cc([N+](=O)[O-])ccc2NCC2CCCO2)n1 (stereo not given) ?
Hck Nef HTS: 3; EP2 antag: 7; eIF4E-4G inh: -8; EP2 mod: -4; Calpain2 inh: 26; 14-3-3 Bad PPI: -7; Rad51 HR inh: 6; Tb hexokinase: -10; L929 necroptosis: -1.2

How did CCC1CCCCN1CCNC(=O)CNS(=O)(=O)c1ccc2nc(C)sc2c1 (stereo not given) do in these assays?
Hck Nef HTS: 0; EP2 antag: 15; eIF4E-4G inh: 3; EP2 mod: 2; Calpain2 inh: -49; 14-3-3 Bad PPI: -7; Rad51 HR inh: -6; Tb hexokinase: 2; L929 necroptosis: 0.8

How did Cc1ccc(-n2ncc3c(=O)n(CC(=O)NC4CCCCC4)cnc32)cc1 do in these assays?
Hck Nef HTS: -1; EP2 antag: 7; eIF4E-4G inh: 2[fluorescence artefact?]; EP2 mod: 5; Calpain2 inh: -56; 14-3-3 Bad PPI: 6; Rad51 HR inh: 4; Tb hexokinase: -2; L929 necroptosis: 0.6

Results for COc1ccc(CN(C)Cc2nc3scc(-c4ccccc4)c3c(=O)[nH]2)cc1OC ?
Hck Nef HTS: 1; EP2 antag: 4; eIF4E-4G inh: 8[fluorescence artefact?]; EP2 mod: 8; Calpain2 inh: -7; 14-3-3 Bad PPI: -9; Rad51 HR inh: 2; Tb hexokinase: -14; L929 necroptosis: 0.5

Results for O=C(NCc1ccccn1)/C(=N/O)c1ccccc1 ?
Hck Nef HTS: 7; EP2 antag: 8; eIF4E-4G inh: -1[fluorescence artefact?]; EP2 mod: 14; Calpain2 inh: -11; 14-3-3 Bad PPI: -3; Tb hexokinase: 1; L929 necroptosis: 0.8

What do the screens show for `CC(=O)Nc1cccc(NC(=S)Nc2cccc(Cl)c2C)c1`?
Hck Nef HTS: 9; EP2 antag: 10; eIF4E-4G inh: 3; EP2 mod: -55; Calpain2 inh: -4; 14-3-3 Bad PPI: 2; Rad51 HR inh: 2; Tb hexokinase: 0; L929 necroptosis: 0.5

Results for CCN(CC)CCN1C(=O)C(=O)/C(=C(/O)c2c(C)[nH]c(C(=O)OC)c2C)C1c1ccccc1 (stereo not given) ?
Hck Nef HTS: 1; EP2 antag: -1; eIF4E-4G inh: -4; EP2 mod: 9; Calpain2 inh: -20; 14-3-3 Bad PPI: -12; Rad51 HR inh: 10; Tb hexokinase: -27; L929 necroptosis: 0.1

How did c1ccc(-n2nnnc2Oc2ccc(-n3ccnc3)cc2)cc1 do in these assays?
Hck Nef HTS: 2; EP2 antag: 17; eIF4E-4G inh: -1; EP2 mod: -18; Calpain2 inh: -8; 14-3-3 Bad PPI: 8; Rad51 HR inh: 1; Tb hexokinase: 4; L929 necroptosis: -0.7

What do the screens show for `COc1cccc([C@@H]2Oc3ccc(Br)cc3C(=O)[C@H]2OC(=O)NC2CCCC2)c1`?
Hck Nef HTS: -2; EP2 antag: -3; eIF4E-4G inh: -2; EP2 mod: 36; Calpain2 inh: 10; 14-3-3 Bad PPI: 13; Rad51 HR inh: 9; Tb hexokinase: 2; L929 necroptosis: 3.6

How did Cc1cc(NC(=O)c2sccc2C)n(-c2cccc(Cl)c2)n1 do in these assays?
Hck Nef HTS: 0; EP2 antag: 13; eIF4E-4G inh: -12[fluorescence artefact?]; EP2 mod: 17; Calpain2 inh: -43; 14-3-3 Bad PPI: -6[fluorescence artefact?]; Rad51 HR inh: 1; Tb hexokinase: 2; L929 necroptosis: -0.5

How did Cc1ccc(-c2nc3cc(Cl)ccc3o2)cc1 do in these assays?
Hck Nef HTS: 2; EP2 antag: 9; eIF4E-4G inh: 5; EP2 mod: 7; Calpain2 inh: -30; 14-3-3 Bad PPI: 10; Rad51 HR inh: -11; Tb hexokinase: -9; L929 necroptosis: 0.0

What do the screens show for `COC(=O)c1ccc(C)c(NC(=O)CCc2ccc(OC)c(OC)c2)c1`?
Hck Nef HTS: 1; EP2 antag: 11; eIF4E-4G inh: 0; EP2 mod: 14; Calpain2 inh: 3; 14-3-3 Bad PPI: 0; Rad51 HR inh: -1; Tb hexokinase: -1; L929 necroptosis: 1.4

What do the screens show for `Nc1nonc1NC(=O)CSc1nc2ccccc2s1`?
Hck Nef HTS: -1; EP2 antag: 10; eIF4E-4G inh: -1; EP2 mod: 24; Calpain2 inh: -5; 14-3-3 Bad PPI: 2; Rad51 HR inh: -2; Tb hexokinase: -7; L929 necroptosis: 0.1

What do the screens show for `COc1ccc(Br)cc1C(=O)NC(=S)Nc1ccc(Cl)c(C(=O)O)c1`?
Hck Nef HTS: 19; EP2 antag: 2; eIF4E-4G inh: -1; EP2 mod: -24; Calpain2 inh: -5; 14-3-3 Bad PPI: -5; Rad51 HR inh: 8; Tb hexokinase: 7; L929 necroptosis: 1.1

Assay outcomes deposited in PubChem by several laboratories.
